High-throughput results (PubChem BioAssay)
miR-122 sensor: inhibitors of miR-122 in Huh7 cells. Huh7 miR-122 Renilla luciferase sensor, 48 h; neutral wells = 0, positive control = 100. activation (reporter increase), % at 12.5 µM. 0.3% of 340,000 active;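 active means mean replicate activation score at least 90 and every replicate individually at or above 90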;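 further: higher luciferase means less miR-122 activity so hits act as miR-122 inhibitors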
* hit, by the source's call. These rows are one share of the data; rates above refer to the full screens.

smiles | miR-122 sensor
O=C(CCc1nc2ccccc2c(=O)[nH]1)OCc1ccccc1F | -4
Clc1ccc(Nc2nc(-c3ccncc3)cs2)cc1 | -3
O=C(NCCCNC(=O)c1cccs1)c1cccs1 | -11
CC(C)(C)c1ccc(-c2conc2N)cc1 | -3
Cc1cc(Cl)ccc1Oc1ncc(-c2ccc(Cl)cc2)cn1 | -5
COc1cc(-n2c(=O)c3ccccc3n(Cc3ccccc3)c2=O)cc(OC)c1OC | 13
COc1cccc(-c2nn(C)c3sc(C(=O)NCc4ccc(C)cc4)cc23)c1 | 33
CCOc1cc(C2C(C(=O)N3CCCCC3)=C(C)NC3=C2C(=O)CCC3)cc(Br)c1O (configuration not stated) | 10
Cc1ccc(-c2nc(C3CCN(S(=O)(=O)c4ccc(C(F)(F)F)cc4)CC3)no2)cc1 | -1
O=C(N/N=C/c1ccccn1)c1cc(C2CC2)nc2ccccc12 | -6
CC(CC(=O)NCc1ccccc1)C1CCCO1 (configuration not stated) | 9
Cc1cc(C(=O)CN2C(=O)c3cccc(N)c3C2=O)c(C)n1Cc1cccs1 | -3
O=C(Cn1c(C(F)(F)F)nc2ccccc21)NCCN1CCCC1 | 3
COC(=O)c1cc(OC)c(OC)cc1N=CC1=C(O)CC(C)(C)CC1=O | -3
COc1cccc(=O)c2c(C)n(C)c(C)c12 | -1
CCOC(=O)CNC(=O)c1c(C)nn(-c2ccccc2)c1Cl | 0
CN(C(=O)COC(=O)c1ccc(F)c(S(=O)(=O)N2CCOCC2)c1)C1CCS(=O)(=O)C1 (configuration not stated) | 0
CCOc1cc(NC(=O)c2ccccc2[N+](=O)[O-])c(OCC)cc1NC(=O)CC(C)C | 3
O=C1CCCC(=O)C1=Cc1c[nH]c2ccccc12 | -7
O=c1cnn(-c2ccc(Cl)cc2Cl)c(-c2ccccc2)c1 | -6
COc1cc(C)ccc1OCCOc1ccccc1Cl | -3
CN1CCc2c(sc(/N=C/c3ccco3)c2C(N)=O)C1 | -3
Cc1ncc(CCl)c2c1OC(C)(C)OC2 | 4
Cn1nc(C(F)(F)F)c(/C=N/OC(=O)c2ccc(Cl)cc2)c1Cl | -14
CN(C)C(=O)CSc1nnc(CCCCCNC(=O)OC(C)(C)C)o1 | -3
COc1ccc(CNC(=O)c2cnc(C)cn2)cc1 | 1
CC1CC(Nc2ccccc2N)=CC(=O)O1 (configuration not stated) | 8
Cc1ccccc1C(=O)NC1CCN(Cc2nnnn2C2CCCC2)CC1 | -12
COc1ccc(NCc2nnc(SCC#N)n2-c2ccccc2OC)cc1 | 1
CC(NC(=O)N(Cc1ccccc1)Cc1ccc2c(c1)OCO2)(C(F)(F)F)C(F)(F)F | -6
CCOC(=O)N1CCC(NC(=O)C(CC(C)C)NC(=O)C2CCCCC2)CC1 (configuration not stated) | 2
O=C(O)CCN=C1CCCc2ccccc2N1 | -1
Oc1oc(-c2ccccc2)nc1C=NCc1ccccc1 | 12
Cc1cc2ccccc2n1CCNC(=O)C1CCCC1 | -4
CCc1ccccc1NS(=O)(=O)c1ccc2[nH]cc(C(=O)NCc3ccco3)c(=O)c2c1 | -8
CCCCCOc1ccc(C(=O)NCC2(c3ccccc3)CCOCC2)cc1 | -3
COC(=O)/C(=N/Nc1cccc(C)c1)N1CCCc2ccccc21 | -9
CC(C)(C)CNC(CO)C12CC3CC(CC(C3)C1)C2 (configuration not stated) | 4
O=C(c1ccccc1)N1CCN(C(=O)N2CCCCC2)CC1 | -4
C=CCn1c(SCC(O)Cn2c3ccccc3c3ccccc32)nnc1-c1ccco1 (configuration not stated) | 2
Cc1ccc(C(=O)COC(=O)c2ccccc2N2C(=O)C3C4CCC(C4)C3C2=O)cc1C (configuration not stated) | 2
Cc1ccc(C(C)C)c(OCC(=O)c2c(O)c3ccccc3oc2=O)c1 | -3
O=c1c2cccnc2[nH]c(=S)n1CCC1=CCCCC1 | 7
CCOC(=O)CSc1nnc(-c2cccnc2)n1Cc1ccccc1 | 6
O=S(=O)(c1ccc(Cl)cc1)N1CCn2c1nc1ccccc12 | 5
COc1ccc(NC(=O)c2c(C(F)(F)F)nn(C)c2SCc2ccccc2Cl)cc1 | 14
Cc1cc(NCCCn2ccnc2)n2ncc(-c3ccccc3)c2n1 | 1
CC(C)=C1C2CCC1C1C(=O)N(NC(=O)COc3ccc(C(C)(C)C)cc3)C(=O)C21 (configuration not stated) | 9
CCOc1ccc(-c2nnc(-c3ccco3)o2)cc1 | -9
COc1cc2c(cc1OC)C(C(C)C)=NC(C)(C)C2 | 4
CCn1cc(C(=O)NCc2cccs2)c(=O)c2ccc(C)nc21 | -8
O=C(Nc1nc(-c2ccc(S(=O)(=O)N3CCCCCC3)cc2)cs1)c1cccs1 | 2
CN(C)c1ccc(/C=C/c2nc3ccccc3s2)cc1 | -5
CCCCCCCCC/C(=N\O)c1ccccn1 | 34
COc1ccccc1N1CCN(S(=O)(=O)c2cccc3nsnc23)CC1 | 1
CC(C)CNC(=O)COC(=O)c1ccc(Cl)c(S(N)(=O)=O)c1 | -5
Nc1ccc(-n2nncc2-c2ccccc2)cc1 | -3
O=C(C1CCCO1)N1CCN(c2ccc(F)cc2)CC1 (configuration not stated) | -2
CC(C)CC(=O)Nc1nc2c(c(=O)[nH]1)CCCC2 | -2
COc1cccc(C(=O)N2CCN(Cc3ccccn3)CC2)c1OC | -2

(further entries)
smiles | miR-122 sensor
Cc1ccc(S(=O)(=O)N2CCCC2c2nc3ccccc3s2)cc1 (configuration not stated) | -4
CCOC(=O)CSc1nc2sc3c(c2c(=O)n1C1CCCCC1)CCN(C)C3 | -5
NC(=O)CSc1nnc(-c2cccs2)n1-c1ccccc1 | -5
CC(C(=O)c1ccccc1)n1c(N2CCOCC2)nc2c1c(=O)n(C)c(=O)n2C (configuration not stated) | 6
Cc1nc(CS(=O)(=O)c2ccccc2)cc(N2CCOCC2)n1 | -2
CCN(CC)CCSc1nc(O)c(C(C)C)c(=O)[nH]1 | 9
CCOc1ccc(N(CC(=O)NCC2CCCO2)C(=O)CCC(=O)Nc2ccccn2)cc1 (configuration not stated) | -7
CCN(CCCNC(=O)CNC(=O)Cn1cnc2ccccc2c1=O)c1cccc(C)c1 | -4
c1ccc(-c2nc3nc4ccccc4nc3n2Cc2ccco2)cc1 | 9
COc1ccccc1NC(=O)CSc1nc2nc(C)cc(C)c2c(=O)[nH]1 | 8
COc1ccc(S(=O)(=O)CCC(=O)NC2CCCCC2)cc1 | 0
CCN1CCN(Cc2c(C)[nH]c3ccc(C(=O)OC)cc3c2=O)CC1 | -8
O=c1cc(O)sc2ccccc12 | 8
COc1ccc(Cc2c[nH]c(=O)[nH]c2=O)cc1 | 2
O=c1c2c(-c3cccs3)csc2[nH]c(=S)n1-c1ccccc1 | 1
O=C1NN(c2ccc(F)c(Cl)c2)C(=O)/C1=C\c1cccc(OC(=O)c2cccs2)c1 | 1
CCOc1ccccc1N(CC(=O)N1CCCCCC1)S(C)(=O)=O | -4
CC1CCc2cc(F)ccc2N1C(=O)c1cc2nc(-c3ccco3)cc(C(F)(F)F)n2n1 (configuration not stated) | -5
c1ccc(C2Nc3ccccc3Oc3ccccc32)cc1 (configuration not stated) | -2
c1ccc(CCNc2ncnc3c2nnn3Cc2ccccc2)cc1 | 4
CC(=O)NCCSCCNC(C)=O | -2
COC(=O)c1nnn(CC(=O)Nc2cccc(OC)c2)c1C(=O)OC | -6
COc1ccccc1NC(=S)NNC(=O)c1ccc(Cl)cc1Cl | -10
CCOC(=O)c1[nH]c2ccc(OC)cc2c1NC(=O)CN1CCSCC1 | 2
CCCCn1c(SCC(=O)Nc2nnc(C(C)C)s2)nc2c1c(=O)n(C)c(=O)n2C | -7
CC(C(=O)NCc1ccc2c(c1)OCO2)N(c1ccccc1)S(C)(=O)=O (configuration not stated) | 0
CCn1c(CC(C)C)n[nH]c1=S | -3
COc1cc(=O)n2c(-c3ccccc3)csc2n1 | -3
CC1=CS(=O)(=O)CC1Sc1nc2ccccc2[nH]1 (configuration not stated) | -2
CCOC(=O)/C=c1\s/c(=C\c2ccccc2OC)c(=O)n1CC(=O)N1CCOCC1 | 4

A different layout for 4 compounds above:
COC(=O)c1nnn(CC(=O)Nc2cccc(OC)c2)c1C(=O)OC
  miR-122 sensor: -6
COc1ccccc1NC(=S)NNC(=O)c1ccc(Cl)cc1Cl
  miR-122 sensor: -10
CCOC(=O)c1[nH]c2ccc(OC)cc2c1NC(=O)CN1CCSCC1
  miR-122 sensor: 2
CCCCn1c(SCC(=O)Nc2nnc(C(C)C)s2)nc2c1c(=O)n(C)c(=O)n2C
  miR-122 sensor: -7

Remaining list, next part:
smiles | miR-122 sensor
C=C(C)c1cccc(C(C)(C)NC(=O)N2CC(C)OC(C)C2)c1 (configuration not stated) | 3
C=CC(=O)Nc1ccc(Br)cc1 | 0
COCCCNCCOCCOc1c(OC)cccc1OC | -5
Cc1ccc(C(=O)N2CCCCCC2)cc1Br | 7
COc1ccc(N2CCN(C(=O)CCNS(=O)(=O)c3ccc4c(c3)CCC(=O)N4)CC2)cc1 | -1
Cn1c(=O)c(C(=O)Nc2ncccc2O)c(O)c2ccccc21 | 13
CCOC(=O)CSC1=C(C#N)C(c2ccc(C)cc2)C(C(=O)OC)C(=O)N1 (configuration not stated) | 7
Cc1ccc(S(=O)(=O)N(CCCN2CCCC2=O)Cc2cc3c(C)ccc(C)c3[nH]c2=O)cc1 | 26
CCOCCCNC(=O)C(c1ccc(Cl)cc1)N1CCN(C(=O)c2ccco2)CC1 (configuration not stated) | -9
C=CCOn1c(=O)c(-c2cc3ccccc3o2)[n+]([O-])c2ccccc21 | 3
S=C(c1cccs1)N1CCCC1 | 2
Cc1nc2c(cnn2-c2ccccc2Cl)c(=O)n1-c1ccc(N2CCC(C)CC2)cc1 | 0
CCCS(=O)(=O)Nc1cc(C(F)(F)F)ccc1OCCOC | 1
CC(=O)c1cccc(NC(=O)N2CCCC2C(=O)NCCC(C)C)c1 (configuration not stated) | -8
COc1cc(OC)c(-c2nnc(-c3ccc(OC)c(OC)c3OC)o2)cc1OC | 6
CC(C)OCCCNC(=O)CCc1nc(-c2ccccc2)no1 | 5
O=C(Cn1cc(C(F)(F)F)cc(Cl)c1=O)NCCc1ccccc1 | 6
Cn1cccc1/C=C1\SC(=O)N(c2ccccc2)C1=O | -1
O=C(NC1CC1)c1sc2cc([N+](=O)[O-])ccc2c1Cl | -29
O=C(/C(=C/c1cccc(Cl)c1)c1nc2ccccc2[nH]1)c1ccccc1 | -3
CCCOc1ccc(-c2nc(C#N)c(N3CCN(CC)CC3)o2)cc1 | -5
CC1(C)CC(=O)C(C=NCCN2CCN(CC(=O)Nc3ccccc3)CC2)=C(O)C1 | -8
CC1CCc2c(sc3nc(CSc4n[nH]c(N)n4)[nH]c(=O)c23)C1 (configuration not stated) | 13
COC(=O)c1ccccc1NC(=O)CSc1nnc(COc2cccc(OC)c2)n1C | -2
Cc1cc2c(cc1C)CSC(c1ccccc1OC(=O)C(C)(C)C)SC2 | -3
COc1ccccc1-c1cc(C(F)(F)F)nc(N2CCN(c3ccc(F)cc3)CC2)n1 | 6
CCc1ccc2oc(-c3cccc(NC(=O)c4cccnc4)c3)nc2c1 | 5
O=C(Nc1ccccc1C(=O)NCc1ccco1)c1ccccc1 | 2
CC(=O)c1ccc(Cc2cnc(N)s2)cc1 | 2
Cc1cc(C)c(NC(=O)CSc2nc3ccc(NC(=O)CSc4nnnn4Cc4ccccc4)cc3s2)c(C)c1 | -4

4 entries from above, sorted by the value under miR-122 sensor, descending:
smiles | miR-122 sensor
S=C(c1cccs1)N1CCCC1 | 2
CCOC(=O)CNC(=O)c1c(C)nn(-c2ccccc2)c1Cl | 0
O=C(CCc1nc2ccccc2c(=O)[nH]1)OCc1ccccc1F | -4
CCCOc1ccc(-c2nc(C#N)c(N3CCN(CC)CC3)o2)cc1 | -5

Later entries:
smiles | miR-122 sensor
O=C(COC(=O)c1cccc(S(=O)(=O)N2CCOCC2)c1)Nc1ccc2c(c1)OCO2 | 0
CCS(=O)(=O)N1Cc2ccccc2CC1C(=O)OCC(=O)Nc1ccc(C)cc1 (configuration not stated) | -1
O=C(c1ccc(Br)o1)N1CCN(c2ccccn2)CC1 | -4
CC(=O)c1cccc(NC(=O)CN(C)S(=O)(=O)c2ccc3c(c2)CCC(=O)N3)c1 | -4
COc1ccc(C(=O)CCc2nc3ccccc3s2)cc1 | -2
COc1ccc(-c2n[nH]c(=S)n2C2CCCCC2)cc1 | -5
O=C(Nc1ccc2nc3n(c(=O)c2c1)CCCC3)c1cccc([N+](=O)[O-])c1 | -19
COc1cccc(/C(O)=C/c2nc3ccc(C(=O)NCCc4cccc(C)c4)cc3[nH]c2=O)c1 | 2
O=C(NCC(c1cccnc1)N1CCN(c2ccc(F)cc2)CC1)c1cccc(Cl)c1 (configuration not stated) | 4
COc1cc(/C=N/NC(=O)c2cccnc2)ccc1OC(=O)c1ccc2c(c1)OCO2 | -1
O=C1C(C=Nc2ccccc2)=C(O)c2ccccc21 | -4
O=S(=O)(c1ccc2nc(Cc3cccc(C(F)(F)F)c3)[nH]c2c1)N1CCOCC1 | 6
COc1cc(NC(=O)c2cccnc2)c(OC)cc1NC(=O)c1ccc(Br)cc1 | 2
CC(C)C(C(=O)Nc1ccc(S(=O)(=O)N2CCOCC2)cc1)N1C(=O)c2ccccc2C1=O (configuration not stated) | -6
O=C(CN(Cc1ccccc1)C(=O)c1ccc2c(c1)OCCO2)NCc1ccc2c(c1)OCO2 | 11

Structural class: those above with a nitro group on carbon.
smiles | miR-122 sensor
CCOc1cc(NC(=O)c2ccccc2[N+](=O)[O-])c(OCC)cc1NC(=O)CC(C)C | 3
O=C(NC1CC1)c1sc2cc([N+](=O)[O-])ccc2c1Cl | -29
O=C(Nc1ccc2nc3n(c(=O)c2c1)CCCC3)c1cccc([N+](=O)[O-])c1 | -19
